Compound activity: PubChem BioAssay, The Scripps Research Institute Molecular Screening Center
ADAM10 inh: inhibits human ADAM10 | O14672 | recombinant ADAM10, EDANS/DABCYL FRET peptide cleavage, 3 h | inhibition, % at 7 µM | 370,000 tested, 0.62% active | AID 720582;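 active = inhibition above a per-campaign cutoff equal to the mean of compounds falling between control-based bounds plus 3 SD, cut at about 20% in these data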;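 also: 0% = DMSO wells while the 100% control is not disclosed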
Target sequence (O14672 214-748 limits assumed): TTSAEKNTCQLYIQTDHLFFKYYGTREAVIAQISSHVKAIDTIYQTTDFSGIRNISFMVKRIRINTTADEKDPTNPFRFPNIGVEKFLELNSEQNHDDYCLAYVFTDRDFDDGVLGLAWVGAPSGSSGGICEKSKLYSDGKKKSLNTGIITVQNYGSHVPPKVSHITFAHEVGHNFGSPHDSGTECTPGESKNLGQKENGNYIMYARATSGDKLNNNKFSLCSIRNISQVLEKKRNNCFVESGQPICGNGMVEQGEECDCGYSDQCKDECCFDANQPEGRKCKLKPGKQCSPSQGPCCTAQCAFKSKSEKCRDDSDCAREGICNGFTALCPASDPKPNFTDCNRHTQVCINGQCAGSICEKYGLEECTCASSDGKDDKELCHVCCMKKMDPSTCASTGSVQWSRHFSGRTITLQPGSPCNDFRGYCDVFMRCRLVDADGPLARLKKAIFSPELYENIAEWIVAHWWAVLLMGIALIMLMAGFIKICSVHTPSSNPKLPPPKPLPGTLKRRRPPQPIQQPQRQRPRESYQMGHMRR
KLK7 zymogen act: proKLK7 (human) activation, primary screen; activation, % at 7 µM; purified proKLK7, EDANS-DABCYL substrate fluorescence; 100% is mature enzyme control, 0% vehicle; P49862; 370,000 tested, 0.9% active;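 active = activation above the mean of all tested compounds plus 3 SD, computed per campaign excluding outliers beyond control limits, cut at about 13% in these data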
PLCg1 inh: PLC-gamma1 (human) inhibition, primary screen. P19174. purified PLC-gamma1, fluorogenic substrate, fluorescence. inhibition, % at 12.2 µM. 370,000 tested, 0.84% active. AID 720700; in the data active = inhibition above about 9.5%
Tn6 DDE FP: disrupts Tn6 cyclic peptide binding to fibrin D-Dimer-E complex | Fibrin DD(E) TRITC-Tn6 fluorescence polarization displacement | inhibition, % at 8.3 µM | 370,000 tested, 0.21% active;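 active = inhibition above a per-campaign cutoff: mean of compounds within control limits plus 3 SD, cut at about 15% in these data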;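 also: 0% = median of all compound wells on the plate and 100% = blocking peptide control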
ASAP1 inh: blocks human ASAP1-stimulated Arf1 GTP hydrolysis; Q9ULH1; GDP FP detection; inhibition, % at 16.5 µM; 360,000 tested, 0.19% active; AID 624377; in the data active = inhibition above about 25%;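 also: 0% = vehicle with enzyme and substrate and 100% = no enzyme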
TDP2 absorb: blocks human TDP2 phosphodiesterase activity; O95551; recombinant TDP2, T5PNP hydrolysis, p-nitrophenol absorbance 415 nm; inhibition, % at 12.8 µM; 370,000 tested, 0.34% active; AID 720702;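 active = inhibition above the mean of all tested compounds plus 3 SD, set per campaign, cut at about 25% in these data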;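 also: 0% = DMSO with enzyme and 100% = buffer with substrate but no TDP2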
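Assay system: recombinant human TDP2 / Reagent: T5PNP substrate at 5 mM, a TopII-DNA adduct mimic / Measured by: epi absorbance from released p-nitrophenol / Evaluation: % inhibition relative to enzyme-containing and enzyme-free wells / Control set: enzyme-free and DMSO wells / Replicates: each compound tested once, singlicate / Schedule: enzyme reaction with compound for 2 h at 37 °C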
Tn7 DDE FP: DD(E)-Tn7 binding inhibition, primary FP screen; inhibition, % at 8.3 µM; FP displacement of FITC-Tn7 peptide from fibrin DD(E); 0% = median of compound wells per plate; 370,000 tested, 0.13% active; AID 720508;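 active = inhibition above the mean of compounds falling within the control limits plus 3 SD of them, cut at about 14% in these data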;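 also: 0% = plate median of compound wells and 100% = 10 µM Aha-Tn7 peptide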
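System: human fibrin DD(E); quantity: Fibrin-DD(E) at 2 µM final; also added: fluorescent Tn7 probe at 0.1 µM; compound dosing: single nominal test concentration of 8.3 µM per compound; schedule: 10 min preincubation, 3 h with tracer, room temperature; detection: fluorescence polarization of the labelled Tn7 tracer; repeats: one replicate per compound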
ARFGAP1 inhibitor: inhibits rat ARF GTPase activating protein 1; Q62848; Arfgap1-stimulated ARF1 GTP hydrolysis, GDP FP detection; inhibition, % at 16.5 µM; 360,000 tested, 0.26% active;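 active = inhibition above a per-plate limit, mean inhibition of low control wells plus 3 SD, cut at about 25% in these data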;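 also: 0% = DMSO wells with enzyme and 100% = wells lacking Arfgap1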
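System: truncated rat Arfgap1 GAP domain / Benchmarks: high control wells lacking Arfgap1, low control full reaction with DMSO / Times: compound-enzyme preincubation 20 min, reaction 120 min, detection 60 min, 25 °C / Repeats: one replicate per compound / Also added: human ARF1(Δ1-17)-GTP substrate / Measured by: Tracer-displacement fluorescence polarization with EDTA stop, 620/688 nm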
ADAM17 inh: inhibitors of human ADAM17 | recombinant ADAM17, EDANS/DABCYL FRET peptide cleavage | P78536 | inhibition, % at 6.95 µM | 370,000 tested, 0.83% active;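 active = inhibition above the mean of compounds lying between control limits plus 3 SD, set per campaign, cut at about 8.5% in these data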;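 also: 0% = DMSO-only wells as the low control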
Target sequence (P78536 215-824 limits assumed): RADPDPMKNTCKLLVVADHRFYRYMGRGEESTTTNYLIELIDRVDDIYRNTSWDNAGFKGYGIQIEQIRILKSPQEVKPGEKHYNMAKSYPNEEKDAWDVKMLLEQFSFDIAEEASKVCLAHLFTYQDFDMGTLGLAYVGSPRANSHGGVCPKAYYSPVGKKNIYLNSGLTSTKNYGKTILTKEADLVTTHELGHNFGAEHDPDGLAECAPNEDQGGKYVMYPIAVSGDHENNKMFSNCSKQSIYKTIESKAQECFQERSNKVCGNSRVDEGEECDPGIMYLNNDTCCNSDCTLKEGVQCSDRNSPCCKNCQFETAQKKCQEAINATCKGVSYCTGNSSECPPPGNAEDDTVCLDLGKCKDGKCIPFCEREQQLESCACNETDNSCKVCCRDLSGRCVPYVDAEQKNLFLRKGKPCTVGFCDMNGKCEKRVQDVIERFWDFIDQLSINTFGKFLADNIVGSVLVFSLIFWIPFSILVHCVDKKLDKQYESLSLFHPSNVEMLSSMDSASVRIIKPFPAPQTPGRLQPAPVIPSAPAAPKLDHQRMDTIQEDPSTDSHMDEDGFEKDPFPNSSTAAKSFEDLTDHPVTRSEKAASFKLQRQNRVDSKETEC
LEDGF integ inh: blocks HIV-1 LEDGF/p75-dependent DNA integration; 370,000 tested, 0.64% active; inhibition, % at 3.7 µM; AID 743269; TR-FRET IN-LEDGF/p75 DNA integration, Eu/Cy5;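 active = inhibition above the screen-wide mean plus 3 SD, cut at about 13% in these data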;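 also: signal is the Cy5 over europium emission ratio at 671 and 618 nm; 0% = plate median of compound wells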
An asterisk follows results filed as active; i = inactive.

Value order: ADAM10 inh	KLK7 zymogen act	PLCg1 inh	Tn6 DDE FP	ASAP1 inh	TDP2 absorb	Tn7 DDE FP	ARFGAP1 inhibitor	ADAM17 inh	LEDGF integ inh
Cc1c(NC(=S)N/N=C/c2cccc(O)c2)c(=O)n(-c2ccccc2)n1C
 : 8.5	-1.1	-2.0	0.2	8.3	-22.5	-5.5	8.6	3.5	3.7
Cc1ccccc1NC(=O)CN1C(=O)N/C(=C\c2cccn2-c2cccc(C(=O)O)c2)C1=O
 : -10.4	0.6	0.7	1.2	2.7	-3.6	1.4	-1.9	-0.4	11.2
Cc1ccc(N=C2NC(=O)/C(=C\c3ccc(C)s3)S2)cc1
 : 3.3	0.3	0.9	6.6	-20.6	3.6	9.1	4.4	-2.8	-1.4
O=C(OCc1ccco1)c1ccc(S(=O)(=O)N2CCCCC2)cc1
 : -9.7	-0.1	-1.9	7.5	-11.1	-10.2	-4.0	3.4	-4.4	2.4
COCCCNC(=O)c1ccc(CN2CCc3ccccc3C2)cc1
 : -8.9	0.4	-1.8	4.6	-3.4	-2.1	3.6	3.4	-2.5	1.0
O=[N+]([O-])c1ccc2cccnc2c1
 : -9.3	-0.2	0.8	-2.6	-14.4	2.3	-7.1	3.6	-4.9	4.3
CCOC(=O)C1CCCN1C(=O)c1ccc(OC)c(Br)c1 (configuration not stated)
 : 3.5	-1.2	-0.3	-5.0	10.3	7.5	-5.8	2.4	-4.5	0.7
COC(=O)c1cc(OC)c(OC)cc1NC(=O)Nc1ccc(OC)cc1OC
 : -23.2	-1.2	-17.5	5.0	-2.1	6.9	3.5	-1.3	-11.2	-2.0
Cn1c(=O)c2c(SCC(=O)N3CCCc4ccccc43)nc(C3CC3)nc2n(C)c1=O
 : -9.9	-0.2	-1.1	0.5	-1.2	1.4	2.8	3.3	-1.2	-1.0
COc1ccc(C(=O)C2CCCN(C(=O)c3csc(SC)n3)C2)cc1F (configuration not stated)
 : -10.9	0.0	-1.8	-5.2	4.1	4.9	-1.8	0.4	1.1	-3.2
COc1ccc(CCC(=O)NCc2ccccc2Cl)cc1OC
 : -6.1	-0.3	1.0	8.8	3.6	-5.4	11.5	7.0	-1.9	0.9
O=C(O)C1C2C=CC(C2)C1C(=O)NCc1ccoc1 (configuration not stated)
 : 1.1	0.1	-3.8	2.3	-2.0	9.8	3.2	5.3	-1.7	1.7
COCC1CCCN(C(=O)c2ccc3oc(CCCc4ccccc4)nc3c2)C1 (configuration not stated)
 : -1.8	-0.1	2.5	-2.0	8.7	-1.3	-1.1	11.1	0.0	1.1
COc1cccc(NC(=O)c2oc3ccccc3c2NC(=O)c2ccc3c(c2)OCO3)c1
 : -3.4	-0.2	-9.8	-3.1	10.9	1.7	2.1	6.4	-5.6	-1.7
CN1CCN(S(=O)(=O)c2ccc(-c3ccccc3)cc2)CC1
 : -1.2	-0.8	-1.4	7.4	22.1	2.0	2.8	5.7	-6.5	-0.2
CC(C)c1cc(C(=O)Nc2cccc(Cl)c2)no1
 : -0.2	-0.4	-1.2	-5.6	13.2	0.1	-1.1	10.5	-5.9	0.5
CCn1c(CNc2ccc(F)cc2)nnc1SCCN1CCCCC1
 : 2.7	-0.4	-1.4	2.6	7.0	7.0	-2.1	-0.9	1.1	-0.1
O=C(Nc1nn(Cc2ccc(Cl)cc2)cc1Br)c1ccc(COc2ccccc2Cl)o1
 : 17.3	-0.6	-2.7	-4.9	5.0	0.9	7.7	0.9	10.1*	-3.4
Fc1cccc(Cl)c1-c1nnc2ccc(C(F)(F)F)cn12
 : 0.9	-0.3	-1.0	0.6	-0.5	7.2	5.5	-0.2	-0.8	-1.9
CCOc1cccc(Oc2ncccc2C(=O)/C(C#N)=C/N(C)C)c1
 : 3.5	0.2	2.7	-0.5	0.7	-4.7	2.7	-4.8	-1.3	5.5

With a hit mark in ADAM17 inh, among the entries above:
Value order: ADAM10 inh	KLK7 zymogen act	PLCg1 inh	Tn6 DDE FP	ASAP1 inh	TDP2 absorb	Tn7 DDE FP	ARFGAP1 inhibitor	ADAM17 inh	LEDGF integ inh
O=C(Nc1nn(Cc2ccc(Cl)cc2)cc1Br)c1ccc(COc2ccccc2Cl)o1
 : 17.3	-0.6	-2.7	-4.9	5.0	0.9	7.7	0.9	10.1*	-3.4

Other structures
Value order: ADAM10 inh	KLK7 zymogen act	PLCg1 inh	Tn6 DDE FP	ASAP1 inh	TDP2 absorb	Tn7 DDE FP	ARFGAP1 inhibitor	ADAM17 inh	LEDGF integ inh
Cc1ccccc1C(=O)c1cccn1CC(=O)NCc1cccc(Cl)c1
 : -1.3	0.4	1.5	0.0	-3.2	7.1	7.4	0.4	2.7	2.2
COc1ccc2oc(C(=O)OCC(=O)N3CCCCC3C)c(C)c2c1 (configuration not stated)
 : -366.0	3.6	-159.3	3.3	0.8	-14.3	7.5	8.8	-112.8	0.4
O=C(O)CC(c1cccc2ccccc12)N1Cc2ccccc2C1=O (configuration not stated)
 : -4.3	0.0	-1.5	-13.1	-1.3	-0.7	-4.4	-0.6	0.2	1.9
COCCNC(=O)C(c1cccs1)N(C(=O)Cn1nnc2ccccc21)c1cccc(C(C)=O)c1 (configuration not stated)
 : -6.5	0.3	-2.0	1.2	0.1	-11.4	-5.4	-8.5	-7.9	-1.7
CC(=O)C(C)Oc1ccc2c3c(c(=O)oc2c1C)CCCC3 (configuration not stated)
 : -331.9	2.0	-38.3	11.1	-6.7	4.0	3.0	2.1	-88.8	-1.4
Cc1cccc[n+]1CC(=O)/C=C1\N(C)c2ccccc2C1(C)C
 : 1.9	-0.6	1.6	3.4	-4.0	4.4	3.8	-14.4	3.5	0.9
CCc1cc2c(COC(=O)c3cccc(S(C)(=O)=O)c3)cc(=O)oc2cc1O
 : -391.1	507.6*	-252.1	-6.2	-9.3	-0.8	6.4	-8.6	-158.1	-10.2
Cc1ccc2c(c1)N(CC(=O)N1CCN(c3nc4ccccc4s3)CC1)C(=O)C(C)O2 (configuration not stated)
 : 4.9	-0.3	1.3	-2.6	6.1	5.2	9.8	6.2	-1.4	0.6
Cc1ccc(C)c(NC(=O)C(CC(=O)O)C2CCCO2)c1 (configuration not stated)
 : -2.4	0.1	-1.8	6.3	-10.0	4.4	5.1	-3.2	-1.3	2.6
C=CCc1c(C)nc(N)[nH]c1=O
 : -7.2	0.2	1.4	-5.4	-10.0	-3.1	-5.5	-4.5	0.9	2.7
CCOc1ncccc1C(=O)OCC(=O)NCCCc1ccccc1
 : 4.7	0.3	-1.0	1.9	6.6	-1.2	11.4	-1.4	1.5	3.6
CCOc1ccc(/C=C(/NC(=O)c2ccccc2)C(=O)NCCC(=O)O)cc1
 : 4.7	0.2	1.2	2.1	-16.8	10.5	10.4	-0.6	-2.6	2.8
CCC/C(=C1/c2ccccc2C(=O)N1c1ccccc1)c1cnc(OC)nc1
 : -0.5	0.3	-4.5	-8.6	-9.2	0.2	7.0	-1.8	-4.1	-2.2
CC(C)(C)c1ccc(C(=O)NNC(=O)c2cccc(-n3cnnn3)c2)cc1
 : 5.4	0.1	1.3	-2.1	-0.5	-0.2	-5.7	-1.8	0.6	4.7
CCOc1ccc(S(=O)(=O)N2CCCC(C(=O)NCc3ccncc3)C2)cc1C (configuration not stated)
 : 2.2	0.5	-1.4	3.1	6.9	15.1	-2.1	-4.0	0.8	-0.2
Cc1cccc(-c2nc(CC(=O)Nc3cccc(S(=O)(=O)NC4=NCCC4)c3)cs2)c1
 : -2.5	0.3	-0.8	-4.3	0.8	-0.4	-4.2	3.0	-0.3	2.5
CCOc1ccc(NC(=O)Nc2nnc(CC)s2)cc1
 : -0.4	0.5	5.1	-6.1	3.1	3.5	-10.8	-1.9	-2.9	-2.0
COc1ccc(C(=O)COC(=O)Cc2c[nH]c3ccccc23)c(OC)c1
 : 3.4	0.5	-3.2	2.1	-3.3	-3.7	-1.8	-0.8	0.5	-7.5
N#Cc1cc(C(=O)c2cc(Br)ccc2O)cn(C2CC2)c1=O
 : 0.4	0.3	-0.7	5.1	-10.1	-3.7	-4.0	-9.0	-8.4	-1.2
COc1ccccc1CNC(=O)c1c(O)c2cc(OC)c(OC)cc2[nH]c1=O
 : -1.1	-0.2	4.7	0.9	4.7	-2.3	0.1	-2.6	-2.3	4.8
COc1cc(NC(=O)Cc2ccc(S(=O)(=O)N3CCOCC3)s2)c(OC)cc1Cl
 : 2.9	0.8	-1.6	3.7	-0.5	9.1	6.7	-0.2	-0.1	-0.3
CCCCN(C(=O)C1CCCC1)C1CCS(=O)(=O)C1 (configuration not stated)
 : -6.2	0.1	3.8	0.2	6.5	3.9	0.1	-2.6	-0.3	-2.5
Cc1cc(C(=O)N(C)CC(=O)Nc2ccc(F)c(F)c2F)no1
 : -2.3	-0.8	-1.0	-2.1	6.0	11.6	1.7	4.2	-4.5	-1.0
Cc1ccc(/C=C2\SC(=S)N(CCC(=O)NNC(=O)c3ccncc3)C2=O)cc1
 : -5.1	0.2	-0.9	-1.3	4.7	7.3	-0.8	2.1	-3.4	-2.4
CCOC(=O)c1cc(C(=O)OCC)c2ccccn2c1=O
 : i	55.4*	i	-1.1	3.7	-1.7	-5.6	3.7	i	5.2
OC(COc1ccccc1)Cn1cc(Br)cn1 (configuration not stated)
 : 1.0	3.5	-0.7	11.8	-11.8	-5.2	7.0	11.6	1.0	0.6
CC(C)Cc1cc(C(=O)Nc2ccc3c(c2)OCO3)no1
 : -11.5	-0.1	0.4	-6.0	9.8	-5.8	-0.6	14.6	0.3	-2.7
CC(=O)NS(=O)(=O)c1ccc(NS(=O)(=O)c2ccc(F)cc2)cc1
 : -1.7	-1.1	-1.1	-0.8	-1.3	4.4	5.7	3.3	-6.3	-2.0
CC1(C(=O)NS(=O)(=O)c2cccc(OC(F)F)c2)CCN1C(=O)c1ccccc1 (configuration not stated)
 : 0.8	0.6	1.4	2.0	4.7	-9.1	-1.9	-7.3	-0.6	3.0
CC(=O)Nc1ccc(NC(=O)CSc2nnc(NC(=O)c3ccc(Br)o3)s2)cc1
 : -7.5	0.0	-2.4	-7.7	-8.3	-11.4	-3.2	-8.9	-0.5	3.2
CC(NC(=O)CN1CCOCC1)c1ccccc1 (configuration not stated)
 : 1.5	-0.2	2.7	-6.9	6.3	-16.0	4.9	3.7	-4.2	-6.1
O=C(c1ccco1)N1CCC(c2nc3c(nnn3Cc3ccccc3Cl)c(=O)[nH]2)CC1
 : -6.8	0.1	1.2	-9.1	4.6	-6.2	6.0	8.8	-0.7	-3.9
Cc1ccc(-c2nc3ccccc3c(=O)o2)cc1
 : 1.4	0.2	1.1	-0.7	-0.1	14.4	-2.3	-9.6	1.3	2.7
Fc1cccc(CNc2ncnc3ccc(-c4ccc5c(c4)OCO5)cc23)c1
 : -278.1	0.7	-148.2	-9.9	5.6	-19.9	-0.5	7.1	-91.7	0.5
